S2 tox = Viability Counterscreen for Primary qHTS for Inhibitors of ATXN expression; S2 cells (HEK-293 line with an ATXN2-luciferase reporter) viability, CellTiter-Fluor protease fluorescence, 24 h; Potency, µM (highest dose often 56.7 µM), hits mostly cytotoxic; actives 0.49% (n = 400,000); AID 651635, 2014; further: potency means the concentration at half of the fitted maximal effect; nearly all actives have a fitted effect of over 40% in size
A549 viability = Nrf2 qHTS screen for inhibitors: counterscreen for cytotoxicity; A549 ARE-Fluc cells, CellTiter-Fluor viability, 18-24 h; Potency, µM (doses to about 46 µM), inactives show at the highest dose activity change, negative = cytotoxicity, hits mostly inhibitors; actives 0.16% (n = 390,000); AID 504648, 2011; further: potency means the concentration at half of the fitted maximal effect; on the % scale 0 is the no-effect control and ±100 the full control effect
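Cytotoxicity counterscreen: CellTiter-Fluor fluorescence was measured in A549 ARE_Fluc cells after 18-24 h of compound exposure in a concentration series. The subsequent BugLite luminescent read reports ARE-luciferase activity.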
TGFb inhibitor = qHTS for Inhibitors of TGF-b. actives 1.2% (n = 410,000). Potency, µM (titrated, usually from 46.1 µM), inactives show at the top dose activity, negative = inhibition, usual class: inhibitors. HepG2 CAGA-GFP TGF-b/SMAD3 reporter, GFP fluorescence, 18 h; TGF-beta stimulated, 500 pg/mL final; further: potency means the concentration at half of the fitted maximal effect; on the % scale 0 is the no-effect control and ±100 the full control effect; nearly all actives have a fitted effect of over 65% in size
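Per well, imaged GFP fluorescence of HEPG2 CAGA-GFP cells gives the signal; cells get compound, then TGF-beta (500 pg/mL final), 18 h at 37 degrees C; %Activity versus -TGF-beta and +DMSO controls.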
Nrf2 activator = qHTS of Nrf2 Activators; Potency, µM (highest dose often 46.1 µM), for inactives: at the highest dose activation, hits mostly activators; actives 0.31% (n = 410,000); AREc32 ARE-luciferase reporter (MCF7-derived line), luminescence, 24 h; further: potency means the concentration at half of the fitted maximal effect; % of control where 0% means no effect; nearly all actives have a fitted effect of over 65% in size
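Cells of the AREc32 ARE-luciferase line are plated in OPTI-MEM containing 5% FBS and left overnight at 37 deg C. Compounds are pinned in, incubation continues 24 hr, and firefly luciferase signal is then measured.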
HepG2 viability = qHTS for Inhibitors of TGF-b: Cytotox Counterscreen. HepG2 CAGA-GFP viability, ATP luminescence, 18 h. Potency, µM (doses to about 46.1 µM), for inactives: at the highest dose activity change, negative = cytotoxicity, actives largely listed as cytotoxic. actives 0.76% (n = 410,000). AID 588856, 2011; further: potency means the concentration at half of the fitted maximal effect; some results filed as inactive show a strong effect at the top dose
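CellTiter-Glo luminescence gave cytotoxicity after 18 hours at 37 degrees C. The cells were HepG2 CAGA-GFP in 1% FBS DMEM, stimulated with 500 pg/mL TGF-beta after compound addition. %Activity was normalised to no-cell wells (complete cell-killing) and DMSO (no toxicity), and curves were fitted and classified.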
ATXN2 expr inh = Primary qHTS for Inhibitors of ATXN expression; HEK-293 ATXN2-luciferase reporter, luminescence, 24 h; AID 1745845, 2022; actives 0.72% (n = 360,000); Potency, µM (titrated, usually from 57 µM), for the others: top-dose activity change, negative = inhibition, hits mostly inhibitors; further: potency means the concentration at half of the fitted maximal effect; on the % scale 0 is the no-effect control and ±100 the full control effect; nearly all actives have a fitted effect of over 55% in size
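qHTS (up to 57 uM final) was run with 24 h compound exposure of reporter cells at 37 °C. Each well was multiplexed: SteadyGlo luminescence measured ATXN2-luciferase expression after a fluorogenic Gly-Phe-AFC viability readout (25 uM final).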
Nrf2 block = Nrf2 qHTS screen for inhibitors; Potency, µM (doses to about 46 µM), without a hit: top-dose activity change, negative = inhibition, actives largely listed as inhibitors; actives 2.1% (n = 360,000); AID 504444, 2011; A549 ARE-Fluc reporter, luciferase luminescence, 18-24 h; further: potency means the concentration at half of the fitted maximal effect; on the % scale 0 is the no-effect control and ±100 the full control effect; nearly all actives have a fitted effect of over 60% in size
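Cells were seeded and rested 2 h, then exposed to compounds for 18-24 h. CellTiter-Fluor was read first as a viability measure. BugLite was added 15 min before the final luminescent read of ARE-luciferase activity in A549 cells.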
MCF10A rereplic = A quantitative high throughput screen for small molecules that induce DNA re-replication in MCF 10a normal breast cells. AID 624296, 2012. MCF 10A DNA re-replication, Hoechst nuclear intensity, 48 h. actives 2.9% (n = 350,000). Potency, µM (titrated, usually from 46.1 µM), without a hit: at the top dose activity, positive = re-replication, actives largely listed as activators; further: potency means the concentration at half of the fitted maximal effect; % of control where 0% means no effect; nearly all actives have a fitted effect of over 50% in size
IL-1B inflam inh = qHTS for Inhibitors of Inflammasome Signaling: IL-1-beta AlphaLISA Primary Screen. THP-1 LPS/ATP IL-1B secretion, AlphaLISA, 16 h; active compounds read low. activity change, % at 57.5 µM. actives 4.7% (n = 360,000). AID 743279, 2014; in the data active means activity change below about -50%; inconclusive means mostly about -30% to -49%; further: on the % scale 0 is the no-effect control and ±100 the full control effect
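Secreted IL-1B measured by AlphaLISA bead assay after 16 h compound exposure of THP-1 cells; compounds (final up to 57.5 uM) added 1 h before LPS (250 ng/mL) and ATP (1.25 mM) stimulation; lower signal means less secretion.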
* hit, by the source's call; [ ] = another dose, or the depositor's remark. Unless noted, the call rests on the fitted dose curve; in most records, active means well fitted curve in the direction sought with a large enough effect; inconclusive means small, poorly fitted or top-dose-only effect, or another doubt; inactive means no such curve, though single readings can be large; an effect the other way counts as inactive or inconclusive.

How did Cc1cc(-c2ccc(C)c(S(=O)(=O)N3CCN(c4cccc(C(F)(F)F)c4)CC3)c2)on1 do in these assays?
A549 viability: -0.5%; TGFb inhibitor: 9.1%; Nrf2 activator: -1.2%; HepG2 viability: 16.3%; Nrf2 block: 17.2%

Results for COc1cc(NC(=O)C(F)(F)F)cc(OC)c1 ?
S2 tox: inactive; A549 viability: 1.0%; TGFb inhibitor: 0.7%; Nrf2 activator: -0.4%; HepG2 viability: 3.5%; ATXN2 expr inh: -13.2%; Nrf2 block: -14.6%; MCF10A rereplic: 2.1%; IL-1B inflam inh: 0.0

How did CN(c1ccc(C(=O)NCc2cccs2)cc1)S(=O)(=O)c1ccccc1 do in these assays?
S2 tox: inconclusive; A549 viability: -4.7%; TGFb inhibitor: 19.8%; Nrf2 activator: 0.4%; HepG2 viability: -3.4%; ATXN2 expr inh: -12.9%; Nrf2 block: -22.2%; MCF10A rereplic: -10.2%; IL-1B inflam inh: -16.1

How did O=C1/C(=C/c2ccccc2[N+](=O)[O-])COc2ccccc21 do in these assays?
S2 tox: 23.8µM*; A549 viability: inconclusive; TGFb inhibitor: 7.94µM*; Nrf2 activator: inconclusive; HepG2 viability: -22.9%; ATXN2 expr inh: 21.2µM*; Nrf2 block: inconclusive; MCF10A rereplic: inconclusive; IL-1B inflam inh: -104.0*

How did CC1CC(c2ccccc2)NS(=O)(=O)O1 (stereo unspecified) do in these assays?
S2 tox: inactive; A549 viability: 8.1%; TGFb inhibitor: 16.2%; Nrf2 activator: -0.9%; HepG2 viability: 13.1%; ATXN2 expr inh: 5.4%; Nrf2 block: -3.3%; MCF10A rereplic: 13.6%; IL-1B inflam inh: 8.4

How did COc1ccc(NC(=O)c2nc[nH]c2C(=O)N(C)CCO)cc1 do in these assays?
S2 tox: inactive; TGFb inhibitor: -5.0%; Nrf2 activator: 1.5%; HepG2 viability: -1.0%; ATXN2 expr inh: 3.6%; IL-1B inflam inh: -5.3

How did Cc1ccc(SCCC(=O)Nc2ccc(OCc3ccccc3)cc2)cc1 do in these assays?
S2 tox: inactive; A549 viability: 0.4%; TGFb inhibitor: -17.8%; Nrf2 activator: -0.6%; HepG2 viability: -21.9%; ATXN2 expr inh: -14.4%; Nrf2 block: -8.2%; MCF10A rereplic: -38.7%[inhibitor]; IL-1B inflam inh: -15.4

What do the screens show for `O=C(NCc1ccncc1)Nc1ccccc1`?
S2 tox: inactive; A549 viability: -1.9%; TGFb inhibitor: -6.8%; Nrf2 activator: -0.7%; HepG2 viability: 4.8%; ATXN2 expr inh: 7.5%; Nrf2 block: 17.0%; MCF10A rereplic: 16.1%; IL-1B inflam inh: 8.6

Results for CCN(C(=O)CSc1nnc(C)n1-c1cccc(C)c1)C1CCS(=O)(=O)C1 (stereo unspecified) ?
S2 tox: inactive; A549 viability: -0.5%; TGFb inhibitor: 4.7%; Nrf2 activator: 0.3%; HepG2 viability: 9.4%; ATXN2 expr inh: 8.4%; Nrf2 block: -6.1%; MCF10A rereplic: 4.1%; IL-1B inflam inh: 7.6

Results for CCOC(=O)c1ccc(NC(=O)Cn2c3ncccc3c(=O)n2-c2ccc(C)c(C)c2)cc1 ?
A549 viability: inconclusive; TGFb inhibitor: -28.5%; Nrf2 activator: 0.9%; HepG2 viability: -16.5%; Nrf2 block: -12.4%

How did CCCn1nc(C(=O)Nc2ccc3c(c2)OCCO3)c2ccccc2c1=O do in these assays?
S2 tox: inactive; A549 viability: -0.6%; TGFb inhibitor: -0.1%; Nrf2 activator: 0.0%; HepG2 viability: -6.1%; ATXN2 expr inh: -7.8%; Nrf2 block: -16.9%; MCF10A rereplic: 3.9%

How did CC1=C(C)C(=O)OC(C(C)C2CCC3C4CC=C5CC(OC6OC(COC7OC(CO)C(O)C(O)C7O)C(O)C(O)C6O)CC(O)C5(C)C4CCC23C)C1 (stereo unspecified) do in these assays?
S2 tox: inactive; A549 viability: -0.2%; TGFb inhibitor: 3.1%; Nrf2 activator: 3.8%; HepG2 viability: -0.1%; ATXN2 expr inh: 0.5%; Nrf2 block: 10.0%; MCF10A rereplic: -7.3%; IL-1B inflam inh: -24.2

What do the screens show for `Cc1ccc(Cc2c(-c3ccc(F)cc3)nc3ccc(Cl)cn23)cc1`?
S2 tox: inconclusive; TGFb inhibitor: inconclusive; Nrf2 activator: 9.8%; HepG2 viability: -34.3%; ATXN2 expr inh: 9.5%; IL-1B inflam inh: 41.8

What do the screens show for `COc1ccccc1NC(=O)CN(c1ccc(C23CC4CC(CC(C4)C2)C3)cc1)S(C)(=O)=O`?
S2 tox: inactive; A549 viability: -12.2%; TGFb inhibitor: inconclusive; Nrf2 activator: 2.5%; HepG2 viability: -3.7%; ATXN2 expr inh: -10.3%; Nrf2 block: inconclusive; MCF10A rereplic: 29.8%; IL-1B inflam inh: -2.2

How did O=C(O)c1cc(S(=O)(=O)N2CCCc3ccccc32)ccc1Cl do in these assays?
S2 tox: inactive; A549 viability: 1.1%; TGFb inhibitor: 39.3%[activator]; Nrf2 activator: -1.0%; HepG2 viability: 6.9%; ATXN2 expr inh: 15.0%; Nrf2 block: -1.2%; MCF10A rereplic: -0.6%; IL-1B inflam inh: 23.9

What do the screens show for `COCCNC(=O)c1ccc2c(c1)nc(C)n2-c1cc(OC)c(OC)c(OC)c1`?
S2 tox: inactive; A549 viability: 1.6%; TGFb inhibitor: 6.4%; Nrf2 activator: 3.6%; HepG2 viability: 1.7%; ATXN2 expr inh: 6.3%; Nrf2 block: -7.9%; MCF10A rereplic: 1.8%; IL-1B inflam inh: -12.4

What do the screens show for `C[C@@H]1CN([C@H](C)CO)C(=O)CCCn2nncc2CO[C@@H]1CN(C)S(=O)(=O)c1ccc(C#N)cc1`?
S2 tox: inactive; TGFb inhibitor: 0.3%; Nrf2 activator: -0.7%; HepG2 viability: -14.9%; ATXN2 expr inh: -2.1%; IL-1B inflam inh: 2.7

What do the screens show for `CCN(CC)C1CCN(Cc2c(C(=O)N3CCCCCCC3)nc3ccc(Cl)cn23)C1` (stereo unspecified)?
S2 tox: inactive; A549 viability: -7.7%; TGFb inhibitor: 2.4%; Nrf2 activator: -0.2%; HepG2 viability: 8.4%; ATXN2 expr inh: 2.9%; Nrf2 block: 10.5%; MCF10A rereplic: 3.1%; IL-1B inflam inh: 10.7

Results for COc1cc(OC)cc(C(=O)NNC(=O)C2CCC2)c1 ?
S2 tox: inactive; TGFb inhibitor: -11.4%; Nrf2 activator: -2.6%; HepG2 viability: -7.6%; IL-1B inflam inh: -2.8

What do the screens show for `CC(C(=O)NCC1CCCCC1)N(C)Cc1ccc(Cl)cc1` (stereo unspecified)?
S2 tox: inactive; A549 viability: 1.0%; TGFb inhibitor: -8.7%; Nrf2 activator: 3.9%; HepG2 viability: -10.0%; ATXN2 expr inh: -8.1%; Nrf2 block: 4.0%; MCF10A rereplic: 20.5%; IL-1B inflam inh: -22.8

How did Cc1c(N=c2scc(-c3ccccc3)n2CCO)c(=O)n(-c2ccccc2)n1C do in these assays?
S2 tox: inactive; A549 viability: 3.5%; TGFb inhibitor: 4.4%; Nrf2 activator: -1.5%; HepG2 viability: 5.4%; Nrf2 block: 0.4%; MCF10A rereplic: 28.5%; IL-1B inflam inh: 9.4

What do the screens show for `O=C(Nc1ccc(C(=O)O)cc1)/C(=C\c1ccco1)NC(=O)c1ccco1`?
S2 tox: inactive; A549 viability: 1.8%; TGFb inhibitor: 7.6%; Nrf2 activator: -3.1%; HepG2 viability: 1.3%; ATXN2 expr inh: 3.6%; Nrf2 block: 0.7%; MCF10A rereplic: -1.0%; IL-1B inflam inh: -8.9

How did CC(C)(C)OC(=O)N/N=C/c1c[nH]c2ccccc12 do in these assays?
S2 tox: inconclusive; A549 viability: 3.6%; TGFb inhibitor: 17.8%; Nrf2 activator: 4.8%; HepG2 viability: 4.5%; ATXN2 expr inh: 5.6%; Nrf2 block: 23.1%; MCF10A rereplic: -0.1%; IL-1B inflam inh: 8.0

Results for Cc1ccc(C(=O)CSc2cnc3ccccc3n2)cc1C ?
S2 tox: inactive; A549 viability: 2.8%; TGFb inhibitor: -15.2%; Nrf2 activator: 2.6%; HepG2 viability: 6.2%; Nrf2 block: inconclusive; MCF10A rereplic: 6.2%; IL-1B inflam inh: 0.0

How did Cc1ccc(NC2CCCN(C(=O)Cc3nonc3C)C2)cc1C (stereo unspecified) do in these assays?
S2 tox: inactive; A549 viability: 4.2%; TGFb inhibitor: 0.1%; Nrf2 activator: -0.1%; HepG2 viability: 0.5%; ATXN2 expr inh: 1.8%; Nrf2 block: -28.5%; MCF10A rereplic: inconclusive; IL-1B inflam inh: 14.3

Results for CCOC(=O)C1=NN(c2ccc([N+](=O)[O-])cc2)CC1C(=O)OC (stereo unspecified) ?
S2 tox: inactive; A549 viability: inconclusive; TGFb inhibitor: 3.8%; Nrf2 activator: -0.8%; HepG2 viability: 7.1%; ATXN2 expr inh: -3.8%; Nrf2 block: 3.1%; MCF10A rereplic: -2.4%; IL-1B inflam inh: inconclusive

What do the screens show for `COc1cc(NC(=O)CN(C)CCOc2ccccc2)c(C)cc1[N+](=O)[O-]`?
S2 tox: inactive; A549 viability: -16.9%; TGFb inhibitor: -29.1%; Nrf2 activator: 2.9%; HepG2 viability: -23.6%; Nrf2 block: inconclusive; MCF10A rereplic: 19.2%; IL-1B inflam inh: -19.4

How did COc1ccc(S(=O)(=O)NCCN2CCOCC2)cc1Br do in these assays?
S2 tox: inactive; A549 viability: 5.8%; TGFb inhibitor: 4.8%; Nrf2 activator: -0.6%; HepG2 viability: 3.6%; ATXN2 expr inh: -14.4%; Nrf2 block: 17.6%; MCF10A rereplic: 2.7%; IL-1B inflam inh: 8.5
